APP 5'UTR act: activates APP 5'UTR luciferase reporter. activation, % at 2 µM. SH-SY5Y APP 5'UTR luciferase reporter, luminescence; zero percent = DMSO vehicle wells. AID 1276. 190,000 compounds, 1% hits;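 active = activation above a set limit, based on mean plus 3 SD of controls, cut at about 140% in these data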; also: values of inactives mirror those of a sister screen read the other way
PMI act hi M6P: PMI (human) activation, high substrate. P34949. coupled PMI enzyme assay, resazurin fluorescence, 20 min; hits give high values; 1 = untreated enzyme, 0 = substrate-free blank. activation factor at 20 µM. 190,000 compounds, 0.34% hits. AID 1216;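 active = activation factor of 2 or more at 20 µM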
Target sequence (P34949 whole entry, looked up): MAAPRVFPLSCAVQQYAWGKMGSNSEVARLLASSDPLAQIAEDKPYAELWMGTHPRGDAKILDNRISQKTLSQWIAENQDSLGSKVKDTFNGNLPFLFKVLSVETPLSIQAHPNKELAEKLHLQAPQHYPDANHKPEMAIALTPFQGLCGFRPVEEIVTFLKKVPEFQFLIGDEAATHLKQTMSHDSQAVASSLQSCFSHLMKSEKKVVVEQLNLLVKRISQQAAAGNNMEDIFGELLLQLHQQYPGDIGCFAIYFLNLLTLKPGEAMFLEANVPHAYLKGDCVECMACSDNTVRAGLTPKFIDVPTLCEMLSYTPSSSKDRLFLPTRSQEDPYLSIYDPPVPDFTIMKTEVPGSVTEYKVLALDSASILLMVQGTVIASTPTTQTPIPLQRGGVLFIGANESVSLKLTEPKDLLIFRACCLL
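test system = human PMI in coupled enzyme assay | medium = HEPES-buffered pH 7.4 with magnesium and detergent | also added = 1.0 mM mannose-6-phosphate substrate with 0.22 mM NADP+ | compound = 20 µM single dose | times = 20 min incubation at room temperature | measured by = resorufin fluorescence (Ex 544/Em 590 nm) from resazurin via diaphorase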
TNAP act hiacc: activators of human TNAP at high phosphate acceptor concentration; activation factor at 20 µM; purified TNAP, CDP-star luminescence, 1 M DEA, 30 min; hits give high values; 0 = EDTA background, 1 = DMSO-only activity; P05186; 200,000 tested, under 10 active;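 active = activation factor at least 2 at 20 µM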
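Control set: EDTA negative control, DMSO positive control / Assay system: human TNAP / Quantity: TNAP 1/800 final / Evaluation: TNAP activation factor scaled between EDTA and DMSO control wells / Measured by: luminescent substrate turnover signal / Compound dosing: one dose, 20 µM / Times: 30 min enzyme reaction at room temperature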
NF-kB expr up: raises NF-kB expression in human neuronal cells | NF-kB reporter expression; hits give high values | fold change at 12.5 µM | 190,000 compounds, 1.6% hits | AID 1239; in the data active = fold change above about 3.3
TNAP inh no acc: TNAP (human) inhibition, acceptor-free conditions; P05186; purified TNAP, CDP-star luminescence, 30 min; inhibition, % at 20 µM; 200,000 compounds, 0.26% hits; AID 1012;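 active = tissue-nonspecific alkaline phosphatase inhibition above about 50% at 20 µM in the single-dose screen, limit read from the data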;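 also: 0% = DMSO negative control and 100% = EDTA positive control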
TNAP inh hiacc: blocks human TNAP under high phosphate acceptor concentration; purified TNAP, CDP-star luminescence, 1 M DEA; inhibition, % at 20 µM; 200,000 compounds, 0.03% hits; AID 1135;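 active = over 50% inhibition of tissue-nonspecific alkaline phosphatase at 20 µM in the single-dose screen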;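 also: plate controls were DMSO wells for no effect and EDTA-quenched wells as full inhibition for full effect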
FLuc inhib CS: counter-screen for luciferase assay inhibitors: firefly luciferase inhibition; P08659; ATPLite firefly luciferase biochemical luminescence, 10 min; inhibition, % at 10 µM; 200,000 compounds, 1.5% hits; AID 1006;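 active = inhibition above about 50% when tested at 10 µM, limit read from the data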
Target sequence (P08659 whole entry, looked up): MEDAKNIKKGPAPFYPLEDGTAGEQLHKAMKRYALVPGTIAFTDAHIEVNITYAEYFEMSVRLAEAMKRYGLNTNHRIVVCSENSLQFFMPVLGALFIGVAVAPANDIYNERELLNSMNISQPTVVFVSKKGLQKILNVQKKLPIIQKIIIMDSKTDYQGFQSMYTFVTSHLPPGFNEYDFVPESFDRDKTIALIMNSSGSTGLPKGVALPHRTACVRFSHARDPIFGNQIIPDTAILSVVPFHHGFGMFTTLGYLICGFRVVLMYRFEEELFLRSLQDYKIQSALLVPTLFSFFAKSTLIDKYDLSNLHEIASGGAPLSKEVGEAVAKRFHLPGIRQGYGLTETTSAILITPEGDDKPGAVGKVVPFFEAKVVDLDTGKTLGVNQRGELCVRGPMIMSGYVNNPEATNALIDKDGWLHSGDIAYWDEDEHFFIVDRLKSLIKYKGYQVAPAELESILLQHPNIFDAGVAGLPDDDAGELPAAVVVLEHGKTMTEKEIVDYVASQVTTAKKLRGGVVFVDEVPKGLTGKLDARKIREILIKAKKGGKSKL
bIAP activator: increases bovine intestinal alkaline phosphatase activity; purified bovine IAP, CDP-star luminescence, 30 min; hits give high values; fold of DMSO-control signal, blank-subtracted; activation factor at 20 µM; 200,000 compounds, 0.17% hits; AID 1016;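 active = activation factor of 2 or more at 20 µM, a signal rise over negative controls twice the positive control's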
FLuc act counter: firefly luciferase counter-screen for stimulation assays; P08659; ATPlite luciferase biochemical, luminescence, 10 min; 0 = ATP-free wells, 1 = DMSO control; activation factor at 10 µM; 200,000 tested, under 10 active; AID 1027;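 active = luciferase activation factor, scaled between plate controls, of at least 2 with compound at 10 µM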
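Material: Luciferase/luciferin reagent mix | Doses: Test compounds dosed from 2 mM stocks in 100% DMSO | Timing: 10 min incubation after luciferase reagent addition, room temperature | Measured by: Luminescence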
PMI activator: phosphomannose isomerase (human) activation | P34949 | purified human PMI, coupled resazurin fluorescence, 20 min; hits give high values; 1 = vehicle control, 0 substrate-free wells | activation factor at 20 µM | 190,000 compounds, 0.005% hits;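 active = activation factor of 2 or more at 20 µM, relative to plate controls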
* hit, by the source's call. Not a hit list (roughly 3.6% active in at least one column).

nr	SMILES	PMI act hi M6P	APP 5'UTR act	FLuc act counter	TNAP inh hiacc	PMI activator	NF-kB expr up	TNAP act hiacc	bIAP activator	FLuc inhib CS	TNAP inh no acc
1	COC(=O)CSc1nnc(-c2ccco2)n1-c1ccc(C)cc1	1	18	1.1	-5	1	1.1	1.1	0.9	-6	-15
2	COc1ccc(N(CCCN2C(=O)c3cccc4cccc(c34)C2=O)C(=O)c2cccnc2)cc1	0.7	31	1	-5	0.8	0.8	1.1	1.3	-1	6
3	COc1ccc(Nc2cc(C(=O)NCCCN3CCN(C)CC3)c3ccccc3n2)cc1OC	0.8	19	0.8	-4	1	0.83	1	0.2	17	-4
4	CN(C)c1ccc(CN(C(=O)c2ccco2)C2CCS(=O)(=O)C2)cc1 (stereo not drawn)	0.7	-1	1	-4	0.9	1.3	1	0.9	-2	-15
5	COc1ccccc1-c1nc(C#N)c(N2CCC(C(N)=O)CC2)o1	1	-9	1.1	-9	1	1.2	1.1	1	-7	-9
6	O=C(c1ccc(Br)cc1)N(Cc1nc2ccccc2c(=O)[nH]1)C1CCCC1	0.9	-9	1.1	-4	0.9	0.87	1	1	-8	-1
7	O=C(Nc1ccc(Br)cn1)c1ccc([N+](=O)[O-])cc1Cl	1	97	0.6	-4	1	3.5*	1	0.8	39	-13
8	CCC1(C)Cc2nc3[nH]c(=S)n(-c4ccccc4)c(=O)c3cc2CO1 (stereo not drawn)	1	-7	1.1	-2	1	1.3	1	1.1	-6	-2
9	COC(=O)c1cc(-c2c(C)oc3cc(O)ccc3c2=O)c(C)o1	0.9	11	1	-1	1	1	1	0.8	-3	-7
10	CC1CCC(NC(=O)COc2ccccc2C(N)=O)CC1 (stereo not drawn)	1.1	-1	1	-5	1	1.3	1.1	1	4	-6
11	O=C(COc1ccccc1[N+](=O)[O-])N/N=C/c1ccc(O)c([N+](=O)[O-])c1	1	29	1	9	1.1	1	0.9	1	3	2
12	Cc1ccc(C(=O)c2ccccc2C(=O)OCC(=O)NCC2CCCO2)cc1 (stereo not drawn)	1	17	1.1	-4	1	1.3	1	1.1	-5	-9
13	CCOC(=O)c1cnn(-c2cccc(Cl)c2)c1N	1.1	28	1	-3	1	1.6	1	0.8	-5	-2
14	CCOC(=O)C1C(C(=O)OCC)C1(c1ccccc1)c1ccccc1 (stereo not drawn)	0.9	4	1.1	-4	0.9	1.3	1	1	-8	-5
15	O=C(CNC(=S)N(CCCN1CCOCC1)Cc1cccs1)N1CCCCCC1	0.4	16	1.1	-3	0.8	1.2	1	1.1	-9	-10
16	CCC1=[N+](CC(=O)c2ccc(C)cc2)CCn2c(C)ccc21	1.5	60	1	-1	1.4	1.4	1	0.9	1	-10
17	CCCONC(=O)Nc1ccccc1[N+](=O)[O-]	0.9	-9	1	2	0.9	1.2	1	0.9	0	-3
18	Cc1ccc(C2=NC3(CCCCCC3)NC2=S)cc1	1	16	1	4	1	1.2	1	1	3	-8
19	CC(C)(C)c1ccc(OC(=O)CN2C(=O)C3C4CCC(C4)C3C2=O)cc1 (stereo not drawn)	1	4	1	-6	0.9	1.1	1.1	1.2	-3	18
20	CCCn1c(SCC(=O)Nc2c(CC)cccc2CC)nnc1C(C)C	1	16	1	-1	1	1.1	1	1	-2	-9
21	COc1ccccc1N(CC(=O)NCC1CCCO1)C(=O)Cn1nnc(-c2cccs2)n1 (stereo not drawn)	0.8	7	1	-4	0.8	1.4	1	1.1	-5	-2
22	O=C(CNC(=O)c1cccs1)NCC(=O)OCc1ccc(Cl)cc1	1	-3	1	-7	1	1	1.1	1	-4	-9
23	CCOc1ccccc1-c1nc(C(N)=O)c2[nH]c(=O)n(-c3ccc(F)cc3)c2n1	1	10	1	-4	1	1.2	1	1.1	-4	-30
24	CCc1ccc(NC(=O)C(C)OC(=O)c2ccc(N3CCCC3)c([N+](=O)[O-])c2)cc1 (stereo not drawn)	1	-8	1	4	0.9	0.91	1	0.8	1	-8
25	Cc1csc(SCC(=O)N(C)c2c(N)n(Cc3ccccc3)c(=O)[nH]c2=O)n1	1	13	1	-5	1	1.4	1.1	1	-3	-12
26	Cc1cc2cc(CCNC(=O)c3ccc(Br)o3)c(=O)[nH]c2cc1C	0.8	-5	1.1	-3	0.9	1	1	1	-6	-6
27	O=C(O)/C=C\C(=O)Nc1ccc(OC(F)F)cc1	0.9	8	1	-2	1	1.1	1	1.2	-4	-6
28	CCOC(=O)N1CCN(C(=O)CN(c2ccc(C)cc2)S(=O)(=O)c2c(C)noc2C)CC1	0.8	-10	1.1	-2	0.8	1	1	0.9	-6	-8
29	Cc1nc(N2CCOCC2)c2c(C)c(C(=O)Nc3ccccc3Cl)sc2n1	0.9	-3	1	-2	0.9	1.2	1	0.9	-3	-6
30	O=C1C(Cc2ccc(Br)cc2)SC(=Nc2ccccc2)N1c1ccccc1 (stereo not drawn)	0.8	-12	1	-2	0.8	1.1	1	0.9	-3	-2
31	COc1ccccc1N1CCN(C(=O)c2cnn3cccnc23)CC1	1	0	1	0	0.9	1.2	1	0.9	-3	-8
32	CC1(C)OC(C(=O)NC2CCCCC2)C(C(=O)NC2CCCCC2)O1 (stereo not drawn)	1.1	3	1.1	-1	1.1	1.4	1	0.9	-10	0
33	O=C1c2ccccc2C(=O)N1CCc1nc(-c2cccnc2)no1	1	0	1.1	-4	1	0.97	1	0.9	-8	-10
34	Cc1ccccc1SCC(=O)Nc1cccc(C#N)c1	0.9	5	1.1	-2	0.9	1	1	0.6	-6	-17
35	CCOC(=O)C1=C(CSc2nc3ccccc3s2)NC(=O)NC1c1ccc(OC)cc1 (stereo not drawn)	0.9	-5	1.1	-4	0.9	0.57	1	1	-7	-10
36	CC(=O)Nc1ccc(OCC(O)CN2CCN(Cc3ccccc3)CC2)cc1 (stereo not drawn)	1	1	1	9	1	1	0.9	1.1	5	8
37	COc1ccc(C(=O)Nc2ccccc2C(=O)NC(Cc2ccc(O)cc2)C(=O)NNC(=O)c2ccc(C)cc2)cc1 (stereo not drawn)	0.9	-16	0.9	2	0.8	0.57	1	0.9	8	-49
38	CC(=O)c1cc(-c2ccccc2)n(CCC(=O)NC2CCCCC2)c1C	1.1	14	1.1	-1	1.1	1.1	1	0.9	-7	2
39	O=C(NCCCCc1ccccc1)c1ccc(Br)o1	1	-10	1	0	1	0.99	1	0.9	4	-8
40	CN(C(=O)COC(=O)c1c2c(nc3ccccc13)/C(=C/c1cccc([N+](=O)[O-])c1)CCC2)C1CCS(=O)(=O)C1 (stereo not drawn)	0.9	0	1.1	4	0.9	1.1	1	1	-5	2
41	COc1ccc(CCNC(=O)CCCCCN2C(=O)c3ccccc3C2=O)cc1OC	0.5	11	1.1	-3	1	1.2	1	1	-7	-1
42	CC(NC(=O)COC(=O)/C=C/c1ccc(Cl)cc1)c1ccccc1 (stereo not drawn)	1.1	-10	1	-2	1.2	1.2	1	0.7	0	-10
43	CCCn1nc(C(=O)OCC(=O)Nc2ncc(Cl)c(C)c2Cl)c2ccccc2c1=O	1.1	4	1	0	1	1.7	1	1	-4	-8
44	O=[N+]([O-])c1ccc(Nc2cccc(F)c2)nc1	0.9	-13	1.1	-2	0.9	1.2	1	0.9	-6	-2
45	O=C(NN1C(=O)C2C3C=CC(O3)C2C1=O)c1cccc(Br)c1 (stereo not drawn)	1.2	-2	1	-4	1	1.1	1	1.1	-4	-14
46	Cc1occc1-c1nnc(SCC(=O)c2ccc(Cl)cc2)n1C	1	-9	1.1	-4	0.9	1.2	1	0.9	-5	-8
47	O=c1[nH][nH]c(C(F)(F)F)c1/C=N/N1CCOCC1	0.9	-4	1	-1	1	1	1	1	0	-4
48	Cc1ccc(NC(=O)NN(C)c2c(Cl)c(Cl)nn2C)cc1	1	39	1	-2	1	1.2	1	1.1	-2	-4
49	CCc1ccc(Nc2nnc(SCC(=O)c3ccc4c(c3)NC(=O)CO4)s2)cc1	1	26	0.8	0	1	1.4	1	1.2	17	0
50	Cc1ccccc1NC(=O)C1CCCN1S(=O)(=O)c1ccc2c(c1)n(C)c(=O)c(=O)n2C (stereo not drawn)	1	17	1	0	1	0.94	1	0.9	0	-6
51	COC(=O)[C@H](Cc1ccccc1)NC(=O)N1CCCCC1C (stereo partly drawn)	1	-14	1	0	1	1.5	1	0.9	4	-11
52	COc1ccc(NC(=O)CSc2n[nH]c(C(C)C)n2)c([N+](=O)[O-])c1	1	-21	1.1	-5	1	0.87	1.1	1	-5	-8
53	Cc1ccc(NC(=O)c2ccc(NCCN)c([N+](=O)[O-])c2)cc1	1.1	33	0.9	11	1	1.2	0.9	1	5	6
54	CC(=O)N1CCN(CC(=O)Nc2c(Cl)cccc2Cl)CC1	1.2	-4	1	-4	1	0.92	1	1	-2	-9
55	COc1cc(N/N=C/c2ccccc2O)ncn1	0.9	-41	0.8	2	0.8	2.8	1	1	22	-118
56	Cn1cnnc1SCC(=O)c1cc2ccccc2o1	1.1	8	1.1	-4	1.2	1.3	1	1.1	-5	-21
57	N#Cc1ccccc1Sc1ccccc1C(=O)OCC(=O)NC12CC3CC(CC(C3)C1)C2	0.9	10	1.1	-2	0.9	0.68	1	1	-8	12
58	Cc1ccc(-c2nnc(SCC(N)=O)n2C)cc1	1	-2	1	-3	1	1.1	1	1.1	-3	-4
59	CCOC(=O)/C(C#N)=C\c1ccc(OC)c(OC)c1	1	3	1.1	-6	1	1.3	1.1	1.1	-7	-8
60	O=S1(=O)CCN(Cc2cccc(C(F)(F)F)c2)CC1	1.1	111	1	1	1.1	1.2	1	1.1	2	-10
61	COc1ccc(OC)c(C(C)NC(=O)c2ccco2)c1 (stereo not drawn)	0.9	11	1	0	0.9	0.99	1	0.9	-2	-2
62	CC(C)Nc1nc(Oc2ccc(Cl)cc2)cc(C(F)(F)F)n1	0.7	-6	1	0	0.6	1	1	0.9	-2	-7
63	Brc1ccccc1-n1nnc(-c2cccnc2)n1	1	-2	0.9	-3	1	1.8	1	1.1	9	-3

Single records, from the list above:
`CCOC(=O)/C(C#N)=C\c1ccc(OC)c(OC)c1` reads PMI act hi M6P = 1; APP 5'UTR act = 3; FLuc act counter = 1.1; TNAP inh hiacc = -6; PMI activator = 1; NF-kB expr up = 1.3; TNAP act hiacc = 1.1; bIAP activator = 1.1; FLuc inhib CS = -7; TNAP inh no acc = -8
`N#Cc1ccccc1Sc1ccccc1C(=O)OCC(=O)NC12CC3CC(CC(C3)C1)C2` reads PMI act hi M6P = 0.9; APP 5'UTR act = 10; FLuc act counter = 1.1; TNAP inh hiacc = -2; PMI activator = 0.9; NF-kB expr up = 0.68; TNAP act hiacc = 1; bIAP activator = 1; FLuc inhib CS = -8; TNAP inh no acc = 12
`O=C1c2ccccc2C(=O)N1CCc1nc(-c2cccnc2)no1` reads PMI act hi M6P = 1; APP 5'UTR act = 0; FLuc act counter = 1.1; TNAP inh hiacc = -4; PMI activator = 1; NF-kB expr up = 0.97; TNAP act hiacc = 1; bIAP activator = 0.9; FLuc inhib CS = -8; TNAP inh no acc = -10
